Assay outcomes (PubChem)
M1 ag: agonists of M1 muscarinic receptor; AID 626; CHO-M1 cells, Fluo-4 calcium fluorescence, agonist mode; hits give high values; B-score at 10 µM; 64,000 compounds, 3% hits;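 active means fluorescence rise, raw or as B-score row- and column-corrected plate score, outside the 99.7% band of its plate's samples, either direction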
HEK293 NFkB inh: inhibitors of the PMA/ionomycin-induced NF-kB reporter in HEK293 cells. inhibition, % at 3 µM. AID 465. HEK-293 NF-kB luciferase reporter, luminescence. 62,000 compounds, 0.21% hits;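 active means inhibition above the mean of all tested compounds plus 3 SD, cut at about 40% in these data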;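 further: 0% = stimulated DMSO wells and 100% = 10 µM reference inhibitor 5653914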
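System – HEK-293 cells with stable firefly luciferase reporter driven by four HIV NF-kB elements · Doses – one dose, 3 µM · Schedule – 1 h compound pre-incubation, 16 h PMA/ionomycin at 37 °C · Technique – luminescence from luciferase substrate reagent · Measure – percent inhibition normalized per plate to DMSO and reference-inhibitor controls · Replicates – tested once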
M1 antagonist: M1 muscarinic receptor (rat) antagonism | AID 628 | 64,000 compounds, 3.4% hits | CHO-M1 cells, Fluo-4 calcium, ACh EC80 antagonist mode; hits give low values | B-score at 10 µM | P08482;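 active means calcium fluorescence response, raw or row-and-column corrected B-score, differing from the plate sample mean either way at a set confidence level, mostly lower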
Target sequence (P08482 whole entry, looked up): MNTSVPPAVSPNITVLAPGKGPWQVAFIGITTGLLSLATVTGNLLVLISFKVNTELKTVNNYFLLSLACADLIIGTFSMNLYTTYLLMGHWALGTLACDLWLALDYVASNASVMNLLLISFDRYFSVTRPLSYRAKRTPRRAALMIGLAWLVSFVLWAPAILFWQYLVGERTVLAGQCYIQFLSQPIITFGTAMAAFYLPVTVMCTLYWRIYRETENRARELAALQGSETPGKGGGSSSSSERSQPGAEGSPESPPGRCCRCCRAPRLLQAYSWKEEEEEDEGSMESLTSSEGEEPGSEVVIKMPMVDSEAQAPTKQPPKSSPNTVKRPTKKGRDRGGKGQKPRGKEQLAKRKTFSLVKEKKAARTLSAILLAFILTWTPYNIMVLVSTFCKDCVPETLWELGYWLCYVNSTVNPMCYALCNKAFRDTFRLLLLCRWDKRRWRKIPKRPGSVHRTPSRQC
HER2 expr 66K: lowers expression of human Her2 kinase; P04626; SKBR-3 HER2 protein level, AlphaScreen, 18-24 h; hits give low values; HER2 level % of control, % at 10 µM; 65,000 compounds, 0.69% hits; AID 645;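 active means HER2 level under 5% of the carrier-only control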;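 further: 100% = DMSO carrier and 0% = 500 nM PU-H71 HSP90 inhibitor; lower value means stronger loss of Her2 protein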
S1P1 ag-PAM: agonists and agonism potentiators of human S1P1 receptor; 56,000 compounds, 0.57% hits; S1P1 CRE-bla cells, forskolin, beta-lactamase FRET, potentiator mode; S1P1 agonist co-added at EC20, 2 nM; 100% = saturating reference agonist, 0% = basal; activation, % at 9.5 µM; P21453;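 active means activation above a cutoff set at the mean activation of all tested compounds plus 3 SD, cut at about 54% in these data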;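 further: forskolin at 4 µM as EC80 and the EC20 agonist is SEW2871; 100% = SEW2871 at its EC100 plus forskolin at EC80; some compounds past the cut are filed as inactive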
S1P3 agonist: S1P3 (human) receptor agonism; Q99500; 60,000 compounds, 0.1% hits; activation, % at 4.5 µM; S1P3 NFAT-BLA reporter cells, FRET ratio; relative to 1 µM S1P, basal subtracted;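 active means activation above the screen-wide mean plus 3 SD, cut at about 4.5% in these data, passing the limit was not always enough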; further: some compounds called inactive have numbers as strong as hits
Target sequence (Q99500 whole entry, looked up): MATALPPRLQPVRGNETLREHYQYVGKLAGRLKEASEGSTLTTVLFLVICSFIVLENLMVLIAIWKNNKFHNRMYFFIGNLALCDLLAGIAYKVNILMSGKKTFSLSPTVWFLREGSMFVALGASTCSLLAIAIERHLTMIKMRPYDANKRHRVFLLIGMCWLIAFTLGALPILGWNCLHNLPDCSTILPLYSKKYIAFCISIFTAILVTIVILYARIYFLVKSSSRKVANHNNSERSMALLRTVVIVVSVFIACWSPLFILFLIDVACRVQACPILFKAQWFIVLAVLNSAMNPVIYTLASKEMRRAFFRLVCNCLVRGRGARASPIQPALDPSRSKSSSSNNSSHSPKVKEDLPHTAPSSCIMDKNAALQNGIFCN
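Measure – % activation relative to 1 µM S1P (100%), per plate · System – stable CHO line with human S1P3, Gα16, NFAT-BLA reporter · Timing – cells plated overnight, compound 4 h 37 °C, substrate 2 h RT · Technique – fluorescent BLA substrate, ex 405 nm, em 460/535 nm ratio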
HTR1E antagonist: blocks the human 5-HT1E serotonin receptor. P28566. CHO 5-HT1E Ga15 NFAT-bla reporter, FRET, antagonist. inhibition, % at 6 µM. 65,000 compounds, 0.99% hits. AID 571;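 active means inhibition above a set limit, the mean inhibition across every tested compound plus 3 SD, cut at about 29% in these data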;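 further: signal is the 460 over 535 nm emission ratio of beta-lactamase substrate; 0% = agonist plus DMSO wells and 100% = wells without agonist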
5HT1E ag: 5-HT1E (human) receptor agonism; CHO 5-HT1E Ga15 NFAT-bla reporter, FRET; 0% DMSO wells, 100% control agonist wells; activation, % at 6 µM; AID 574; 65,000 compounds, 0.69% hits;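 active means activation above a set limit, the screen-wide mean activation plus 3 SD, cut at about 8.5% in these data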;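 further: 100% = positive control agonist at 1 µM giving full maximal response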
Jurkat tox 60K: cytotoxicity toward Jurkat cells | Jurkat E6.1 viability, ATP luminescence, 48 h | inhibition, % at 4 µM | 56,000 compounds, 1.2% hits;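 active means inhibition above the mean inhibition of all tested compounds plus 3 SD, cut at about 28% in these data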
Numbers without * were called inactive; · = not tested or not shown.

Value order: M1 antagonist, 5HT1E ag, HEK293 NFkB inh, M1 ag, S1P1 ag-PAM, S1P3 agonist, HTR1E antagonist, HER2 expr 66K, Jurkat tox 60K
1) COc1ccc(C(=O)CSc2ncn[nH]2)cc1OC
  0.38, -1.1, -11, -0.34, -5, -1.4, 4, 93, -4
2) O=S(=O)(NC1CCCCC1NCc1ccco1)c1ccc(Cl)cc1 (centres undefined)
  -0.86, -0.6, 2, -0.32, 6, -0.4, 0, 194, -4
3) O=C(c1ccc(N2CCCC2=O)cc1)N1CCOCC1
  0.11, -0.1, 18, 0.52, -23, -1.2, -6, 66, 3
4) O=C(OCC(=O)N1c2ccccc2Sc2ccccc21)C1CC(=O)N(Cc2ccco2)C1 (centres undefined)
  -0.24, 0.4, 4, 0.16, 3, -0.3, 7, 125, -2
5) COc1ccc(OC)c2[nH]c(=O)c(CCNC(=O)c3cc4ccccc4o3)cc12
  -1.1, 0.8, 12, 2.5*, -8, -0.2, 13, 62, 1
6) CC1CCCN(CCCNC(=O)C2CC(=O)N(c3ccc(F)c(Cl)c3)C2)C1 (centres undefined)
  0.24, 0.2, 14, -0.21, 4, 0.6, -1, 109, -4
7) CCOC(=O)c1nc(-c2ccc3c(c2)OCO3)[nH]c1C
  -0.033, -1.1, 9, -0.33, -10, -1.3, 3, 44, 19
8) COc1ccc(CNS(=O)(=O)c2ccc(OC)cc2)cc1
  0.1, 0.8, 18, 0.75, -6, -0.3, 5, 90, -3
9) O=C(NCc1cccc(C(F)(F)F)c1)C1CCCN(c2ncccn2)C1 (centres undefined)
  0.82, 0.5, 4, -0.61, 6, 0.6, 1, 76, -1
10) C/C(N)=N\S(=O)(=O)c1ccc(Cl)cc1
  0.62, -0.3, 5, -0.0021, -11, -0.5, 2, 89, -4
11) CCOc1cccc(=O)c2c(C)n(C)c(C)c12
  -0.17, -0.1, 11, -0.71, -21, 0.4, -3, 76, -9
12) COc1ccc(CCNC(=O)c2cccnc2)cc1OC
  ·, -0.3, 12, ·, -1, -1.2, 10, 101, 0
13) CCC1(C)CC(c2csc(N)n2)CCO1 (centres undefined)
  1, 2.1, 6, 0.75, 4, -0.7, -2, 69, 4
14) COc1ccccc1NC(=O)CN1CCN(CC(=O)Nc2ccc3c(c2)OCO3)CC1
  0.27, -0.1, 18, -0.44, -5, -1.8, 4, 90, 4
15) O=C(O)c1ccccc1NCN1C(=O)C2CC=C(Cl)CC2C1=O (centres undefined)
  -0.34, -0.4, 5, -2.2*, 0, -0.1, -4, -22*, -1
16) CC(=O)N(c1ccc2oc(=O)sc2c1)S(=O)(=O)c1ccccc1
  -0.68, -0.8, 11, -0.32, 19, -0.5, 15, 61, 7
17) Clc1ccccc1OCc1nn2c(-c3ccncc3)nnc2s1
  -0.5, 0.3, 17, -0.0025, -10, -0.9, -5, 84, -2
18) Cc1ccc(NC(=O)N(CCCN2CCOCC2)Cc2cc3cc4c(cc3[nH]c2=O)OCO4)cc1
  -0.7, 1.0, 7, -0.16, -63, 0.5, -6, 65, 0
19) CCOC(=O)N1CCN(c2c(NCCCN(CC)Cc3ccccc3)c(=O)c2=O)CC1
  1.2, -0.9, 19, -0.085, -17, -0.1, 7, 91, -4
20) O=C(NCc1cccnc1)C1CCCN(S(=O)(=O)c2ccc(Cl)cc2)C1 (centres undefined)
  -0.25, -0.1, 24, -0.14, -6, -0.9, 5, 108, -1
21) N#Cc1nc(-c2cccs2)oc1NCc1ccccc1
  0.15, -0.6, ·, -0.52, -4, -1.3, 11, 74, ·
22) CC(=O)c1c(C)[nH]c(C(=O)OCn2nnc3ccccc3c2=O)c1C
  0.12, -0.1, 7, -0.14, -36, 0.3, 12, 99, 6
23) Cc1ccc(S(=O)(=O)n2nc(C)c(Br)c2C)c(C)c1C
  0.14, -0.9, -2, -0.021, 54, -0.3, 5, 106, 2
24) O=C1C2CCCN2C(c2ccccc2)N1c1ccc(Cl)cc1 (centres undefined)
  -0.058, -0.6, -20, -0.14, 1, -0.8, 5, 91, 27
25) O=C(CN(CCCN1CCOCC1)C(=O)Cn1nnc(-c2ccc(F)cc2)n1)NC1CCCCC1
  -0.24, 0.9, 16, -0.062, -12, -0.5, 10, 137, -5
26) NC(=O)CCn1nc(-c2ccccc2)c2ccccc2c1=O
  0.7, -0.2, 13, 0.33, ·, ·, -3, 103, ·
27) Cc1nc2scc(-c3ccco3)c2c(=O)n1/N=C/N(C)C
  -0.62, -0.4, 18, -0.089, -10, -0.5, -13, 49, -1
28) CC(C)C1Oc2ccccc2N(CC(=O)N(Cc2ccccn2)CC2CCCO2)C1=O (centres undefined)
  -0.64, 0.5, 6, -1.2, 13, 0.4, 1, 77, -4
29) N/C(CC(=O)Nc1cccc(C(F)(F)F)c1)=N/O
  -0.28, 0.6, 9, -0.41, ·, -0.5, -18, 92, -8
30) COc1ccccc1C(=O)N1CCN(c2nc3cc(C)c(C)cc3cc2C#N)CC1
  0.24, -0.5, -8, -0.095, 10, -1.2, -7, 66, 10
31) COc1cccc(-c2nnc(SCC(=O)OC(C)C)n2N)c1
  0.22, -0.1, 5, 0.04, 3, -1.1, -6, 90, -4
32) O=C(CCCN1C(=O)c2ccccc2C1=O)Nc1sc2c(c1C(=O)NCc1ccco1)CCC2
  -0.75, -0.4, 11, 0.2, 5, -1.7, 0, 77, -1
33) CC(C)N(C(=O)COc1ccc(Br)cc1Cl)C(C)C
  -0.39, -0.1, 10, -0.44, -18, 0.0, -3, 94, 7
34) c1csc(-c2nnc3ccccn23)c1
  -0.26, 0.5, 5, 0.71, -4, -1.0, -4, 71, -1
35) Brc1ccc2[nH]c3nc(SCCN4CCOCC4)nnc3c2c1
  -0.18, 0.4, 1, -0.026, -67, 1.4, 36*, 126, 9
36) C=COC(=O)CSc1nc(-c2cccs2)ccc1C#N
  2.9*, -0.6, ·, 0.33, 6, -5.0, 19, 93, ·
37) Cn1c(NCCCN2CCOCC2)nc2c1c(=O)n(Cc1ccc(Cl)cc1Cl)c(=O)n2C
  -1.2, -0.6, 13, -0.23, 14, -0.1, 3, 95, 9
38) COc1ccc(-c2nnc(SCC(=O)Nc3sc4c(c3C#N)CCC4)n2CC2CCCO2)cc1 (centres undefined)
  -0.14, 3.2, 4, -0.0023, 13, -0.8, 6, 124, -3
39) CCCN(CCC(=O)Nc1cc(OC)cc(OC)c1)CC1CC1
  -0.55, -0.6, -1, 0.45, -7, 0.1, 2, 100, -4
40) Cc1ccc2sc(NC(=O)CN3C(=O)CCC3=O)nc2c1C
  0.58, -0.2, 2, -0.48, -14, -1.2, -1, 87, 1
41) O=C1c2ccccc2-c2ccc(C(=O)N3CCOCC3)cc21
  0.31, -0.9, 5, -2.1e-05, -10, 0.7, 14, 95, 5
42) Cc1ccc(NC(=O)CC2Oc3ccccc3NC2=O)c(C)c1 (centres undefined)
  0.31, -0.5, 0, 0.78, -22, -1.0, -15, 95, 2
43) C=CCNc1nc2c3ccccc3n(C(C)=O)c2s1
  0.65, -0.1, 8, 0.57, -33, -0.5, -4, 58, 0
44) COc1cccc(-c2cc(C(=O)Nc3cccc(O)c3)no2)c1
  -0.045, 0.3, 20, -0.016, 3, -1.4, -8, 66, 49*
45) COc1cccc(/C(O)=C2/C(=O)C(=O)N(CCN(C)C)C2c2ccccn2)c1 (centres undefined)
  0.00029, 0.7, -6, 0.98, -7, -0.7, 1, 100, -1
46) COc1cccc(C(CC(=O)NCCN2CCOCC2)NS(=O)(=O)c2ccc(C)cc2)c1OC (centres undefined)
  -0.45, 0.5, 2, -0.28, -9, -0.9, 7, 97, 2
47) COC(=O)c1c(N)n(-c2ccc(N3CCOCC3)cc2)c2nc3ccccc3nc12
  -0.33, -0.1, 12, -0.45, 0, -0.4, -7, 107, 4
48) COC(=O)Cc1[nH]nc2c1C1(C(=O)N(Cc3ccccc3)c3ccccc31)C(C#N)=C(N)O2 (centres undefined)
  0.89, 0.7, 7, -0.4, ·, ·, 1, 107, ·
49) Cc1cc(NC(=O)c2noc3c2CCc2ccccc2-3)n(-c2ccccc2)n1
  0.41, -0.8, 11, -0.33, -8, -1.8, 1, 100, 3
50) CCOC(=O)C1CCCN(C(=O)CCNS(=O)(=O)c2ccc3c(c2)CCC(=O)N3)C1 (centres undefined)
  -0.35, 0.1, 19, -0.67, -2, 0.7, 0, 81, -3
51) CCOc1ccccc1C(=O)NC1CCN(Cc2nnnn2C2CCCC2)CC1
  -0.073, 0.7, 16, -0.31, ·, ·, -4, 84, ·
52) CCCCSc1nnc([C@H](C)NC(=O)OC(C)(C)C)o1
  -1, 0.8, -2, 0.7, 13, -1.2, -12, 98, 3
53) Cc1cc2cc(OCC(=O)O)ccc2n1C
  ·, 7.7, 3, ·, -27, -1.3, 2, 90, -4
54) CN(C)c1nc2n(c(=O)n1)CCO2
  0.45, 0.5, -5, 0.24, 1, 0.6, 1, 93, -8
55) CCCCOC(=O)C1=C(C)Nc2ncnn2C1c1cc(OC)c(OC)cc1OC (centres undefined)
  0.6, 0.1, 9, 1.1, -18, 0.1, 9, 80, 1
56) Cc1nc2ccccc2c2oc(C(=O)NCCCN3CCCC3=O)cc12
  -0.93, 1.8, 18, -1.3, -6, -0.7, -12, 82, -2
57) CCCn1c(SCC(=O)NCc2ccco2)nnc1C(C)C
  -0.39, -0.7, 6, 1.1, -1, -0.1, -4, 114, -10
58) CCOc1ccccc1N1C(=O)CC(N(O)c2ccccc2)C1=O (centres undefined)
  -0.26, 0.2, 11, -0.37, 4, 0.4, 3, 89, 0
59) Cc1csc(NC(=O)c2cc3c(s2)CCC3)n1
  0.016, 0.1, -24, 3.2, ·, ·, -5, 73, ·

Whole records from above. Order of screens: M1 antagonist | 5HT1E ag | HEK293 NFkB inh | M1 ag | S1P1 ag-PAM | S1P3 agonist | HTR1E antagonist | HER2 expr 66K | Jurkat tox 60K
CCCCSc1nnc([C@H](C)NC(=O)OC(C)(C)C)o1 across the screens: -1 | 0.8 | -2 | 0.7 | 13 | -1.2 | -12 | 98 | 3
Cc1nc2ccccc2c2oc(C(=O)NCCCN3CCCC3=O)cc12 across the screens: -0.93 | 1.8 | 18 | -1.3 | -6 | -0.7 | -12 | 82 | -2
